# Rab7 wt modul = modulators of GTP binding to dog Rab7 wildtype GTPase. GST-Rab7 beads, fluorescent GTP binding, flow cytometry; actives lie on both sides; untreated = 100%, excess cold GTP = 0%. GTP binding activity (percent of control), % at 10 µM. 0.055% of 190,000 active. AID 758;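 active = fluorescent GTP binding to Rab7 beads changed by at least 20 points from the 100% baseline, either direction, mostly lower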;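 note: median green fluorescence of bound Bodipy-FL-GTP per Rab7 bead population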
# Rac1 act GTP bind = human Rac1 activated mutant GTP binding change. P63000. percent activity (GTP binding), % at 10 µM. GST-Rac1 activated beads, fluorescent GTP binding, flow cytometry; actives lie on both sides; 100% means binding = to untreated wells. AID 764. 0.11% of 190,000 active;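 active = GTP binding at least 20 percentage points away from the 100% baseline, in either direction, so actives lie on both sides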
# Bim-Mcl-1 = disrupts Bim peptide binding to human Mcl-1. Q07820. Bead-based flow cytometry, Bim peptide-Mcl-1 binding. inhibition, % at 10 µM. 0.1% of 190,000 active; in the data active = inhibition above about 40%;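 note: 0% = no compound tracer wells and 100% = peptide blocker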
# Target sequence (Q07820 whole entry, looked up): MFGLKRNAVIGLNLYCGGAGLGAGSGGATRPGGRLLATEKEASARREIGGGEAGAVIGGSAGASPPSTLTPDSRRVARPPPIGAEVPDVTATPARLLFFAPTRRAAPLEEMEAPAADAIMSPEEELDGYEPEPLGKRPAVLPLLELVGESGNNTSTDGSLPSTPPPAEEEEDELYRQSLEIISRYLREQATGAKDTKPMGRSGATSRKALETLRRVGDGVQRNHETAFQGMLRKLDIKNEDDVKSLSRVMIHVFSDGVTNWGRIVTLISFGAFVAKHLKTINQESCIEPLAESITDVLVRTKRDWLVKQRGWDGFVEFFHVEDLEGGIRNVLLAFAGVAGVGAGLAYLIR
# Rab2A wt mod = changes GTP binding to wildtype dog Rab2A, up or down | GST-Rab2 wt beads, Bodipy-GTP binding, flow cytometry | 0.19% of 190,000 active | GTP binding activity, % at 10 µM | AID 760 | P61105;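 active = GTP binding activity at least 20 points away from 100%, either lowered or raised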;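 note: 0% = beads with excess unlabeled GTP and 100% = no-compound control corrected for plate trend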
# Avidin bead fluor = compound fluoresces at 488/530 nm on avidin beads; compound fluorescence 488/530 nm, flow cytometry; hits give high values; fluorescence (KMESF) at 10 µM; 0.38% of 220,000 active; in the data active = fluorescence above about 47; note: inactives centre near 10
# Rac1 wt modul = alters GTP binding to wildtype human Rac1. P63000. GTP binding activity (% of control), % at 10 µM. 0.27% of 190,000 active. GST-Rac1 beads, fluorescent GTP binding, flow cytometry; actives lie on both sides; 0 = cold GTP competed, 100 = untreated;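 active = GTP binding activity at least 20 points away from the 100% control level, either lower or higher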
# Cdc42 wt GTP = changes GTP binding to wildtype human Cdc42; 0.2% of 190,000 active; GST-Cdc42 beads, Bodipy-GTP binding, flow cytometry; actives lie on both sides; P60953; percent activity (GTP binding), % at 10 µM; AID 761;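 active = percent activity GTP binding at least 20 points away from the 100% baseline, either down as inhibitor or up as activator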;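 note: median bead fluorescence of bound Bodipy-FL-GTP at 100 nM; 0% = excess unlabeled GTP control and 100% = no compound control; below 100% means less GTP binding so inhibitor and above means activator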
# Target sequence (P60953 whole entry, looked up): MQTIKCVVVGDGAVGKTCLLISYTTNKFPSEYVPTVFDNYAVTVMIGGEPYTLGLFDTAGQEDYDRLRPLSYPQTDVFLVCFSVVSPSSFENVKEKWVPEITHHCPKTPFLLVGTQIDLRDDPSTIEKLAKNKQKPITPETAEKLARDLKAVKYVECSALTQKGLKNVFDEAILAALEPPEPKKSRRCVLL
# Mcl1-Bid inh = Mcl-1/Bid interaction inhibition. TR-FRET Mcl-1/Bid-Dy647 peptide binding, 1536-well. inhibition, % at 21.7 µM. 0.97% of 220,000 active. AID 1021;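 active = compounds that cut the binding signal by more than half at the single screening dose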;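 note: His-tagged Mcl-1 with europium anti-His antibody binding Bid BH3 peptide; 0% = Mcl-1 plus peptide wells and 100% = peptide-only wells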
# Pf gamet viab = P. falciparum stage V gametocyte viability inhibition. P. falciparum stage V gametocytes, ATP luminescence, 24 h. inhibition, % at 10.9 µM. 0.065% of 150,000 active;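 active = inhibition above the mean plus 3 SD of compounds within the control limits, set per campaign, cut at about 38% in these data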;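 note: 0% = DMSO wells and 100% = medium only without gametocytes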
# Mcl1 Noxa PPI = Mcl-1/Noxa interaction inhibition | Q07820 | TR-FRET Mcl-1/Noxa peptide binding, 2 h | inhibition, % at 21.7 µM | 1.5% of 220,000 active;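 active = compounds that cut the protein-peptide binding signal by more than 50% relative to plate controls in a single-dose test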;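 note: His-tagged Mcl-1 with rhodamine Noxa BH3 peptide and terbium anti-His antibody; 0% = Mcl-1 plus Noxa peptide wells and 100% = peptide-only wells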
# HRas wt GTP bind = changes GTP binding to wildtype human HRas | GST-Ras wt beads, Bodipy-FL-GTP binding, flow cytometry; actives lie on both sides | GTP binding activity, % at 10 µM | 0.14% of 190,000 active | AID 759;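 active = GTP binding activity at least 20% away from the 100% baseline, either lowered as inhibitor or raised as activator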;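 note: 0% = unlabeled GTP competition control and 100% = no-compound control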
# Target sequence (P01112 whole entry, looked up): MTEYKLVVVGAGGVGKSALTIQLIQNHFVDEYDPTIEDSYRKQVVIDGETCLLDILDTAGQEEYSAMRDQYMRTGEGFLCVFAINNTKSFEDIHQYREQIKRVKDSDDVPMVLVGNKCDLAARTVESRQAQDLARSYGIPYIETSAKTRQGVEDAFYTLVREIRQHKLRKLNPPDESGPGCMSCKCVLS
# The depositor's hits bear a star; / = not tested or not shown.
SMILES,Rab7 wt modul,Rac1 act GTP bind,Bim-Mcl-1,Rab2A wt mod,Avidin bead fluor,Rac1 wt modul,Cdc42 wt GTP,Mcl1-Bid inh,Pf gamet viab,Mcl1 Noxa PPI,HRas wt GTP bind
CCCn1c(SCC(=O)NC2CCCc3ccccc32)n[nH]c1=O (centres undefined),93.0,97.0,-3.0,95.0,11,98.0,98.0,-13.7,12.4,4.4,96.0
N#CC(C#N)=C1NC2(CCCC2)Cc2ccccc21,96.0,100.0,-3.0,100.0,6,101.0,100.0,-21.2,0.5,18.5,99.0
CN(C)CCC1CCN(c2cc(C#N)c(C#N)cc2[N+](=O)[O-])CC1,101.0,99.0,-56.0,99.0,6,104.0,99.0,4.0,-19.2,20.1,100.0
O=C(NCc1nc2ncc(Br)cc2[nH]1)c1ccccc1,95.0,99.0,-1.0,99.0,6,102.0,103.0,73.4*,/,5.9,100.0
Cc1ncc(S(=O)(=O)c2ccccc2)c(-c2ccccc2Cl)n1,101.0,102.0,-1.0,100.0,19,102.0,101.0,0.2,/,4.7,104.0
COc1cc(C(N)=O)ccc1OCc1ccccc1,95.0,93.0,-3.0,92.0,35,93.0,91.0,0.3,/,-10.1,93.0
CC(=O)NC(Cc1ccc(C(C)C)cc1)C(=O)NC1CCN(C(=O)c2cccc(C)c2)CC1 (centres undefined),99.0,96.0,0.0,100.0,11,103.0,101.0,48.5,-2.5,14.5,102.0
CC(NC(=O)c1cc(-c2ccccc2)nc2ccccc12)C1CCCO1 (centres undefined),103.0,98.0,4.0,101.0,12,102.0,101.0,-7.7,/,14.9,101.0
CCOC(=O)c1cnc2c(OC)cccc2c1N1CCN(c2ccc(OC)cc2)CC1,92.0,89.0,-3.0,91.0,11,87.0,91.0,-0.1,/,/,93.0
Cc1nc2ccc(NC(=S)NCc3ccccc3)cc2nc1C,103.0,95.0,-2.0,98.0,8,97.0,98.0,-38.5,-68.3,13.5,98.0
Cc1cc(NC(=O)CN(C)S(=O)(=O)c2cccc(Cl)c2)no1,101.0,98.0,-2.0,98.0,10,102.0,98.0,-14.6,15.8,-8.9,96.0
CC(C)Cc1c2c([nH]c(=S)c1C#N)CCCC2,102.0,99.0,-10.0,97.0,6,101.0,99.0,-23.4,-1.4,50.9*,101.0
CCOC(=O)Cc1csc(NC(=O)CCCN2C(=O)c3ccccc3C2=O)n1,103.0,101.0,1.0,102.0,5,106.0,104.0,-6.2,/,-2.7,102.0
COc1ccccc1N1CCN(C(=O)COc2ccc(S(=O)(=O)NC(C)(C)C)cc2)CC1,103.0,94.0,0.0,98.0,6,99.0,98.0,-48.1,/,-15.0,97.0
Cc1ccc(C)c(NC(=O)CSc2nnc(C)c(=O)n2N)c1,99.0,102.0,-1.0,98.0,8,112.0,107.0,-1.9,3.0,1.9,101.0
COc1cc(NC(C)=O)ccc1-c1cc2ccccc2oc1=O,100.0,98.0,-1.0,101.0,11,104.0,103.0,8.7,16.1,26.8,99.0
N#Cc1c2ncn(CC(=O)c3ccc(Br)cc3)c(=O)c2c2n1CCC2,97.0,98.0,0.0,100.0,6,98.0,103.0,13.4,-9.1,-25.3,100.0
COc1ccc(C(=O)N2CCN(c3ccccn3)CC2)cc1[N+](=O)[O-],106.0,95.0,-1.0,101.0,6,100.0,99.0,-6.2,14.2,3.4,98.0
COc1ccc(C(=O)NC(=S)Nc2ccc(Cl)c(C(=O)O)c2)cc1,95.0,92.0,-4.0,94.0,12,90.0,92.0,-10.9,-1.9,23.7,92.0
CCOc1ccccc1C(=O)NCc1ccco1,101.0,98.0,1.0,99.0,7,102.0,97.0,-28.8,7.5,5.1,98.0
CCOc1cc2[nH]c(=O)n(Cc3ccc(C(=O)NCCCN4CCCC4=O)cc3)c(=O)c2cc1OCC,98.0,94.0,-3.0,97.0,7,100.0,98.0,5.9,-27.0,2.6,95.0
COC(=O)c1c(NC(=O)c2ccccc2)sc(Cc2ccccc2)c1C,101.0,99.0,0.0,100.0,5,101.0,100.0,31.9,-1.5,9.0,100.0
CCOC(=O)Cc1csc(SCC(=O)NC2CCCCC2)n1,96.0,102.0,-3.0,99.0,14,104.0,105.0,-12.7,-12.1,3.1,102.0
O=C(N/N=C/c1cccc(OCc2ccccc2)c1)c1cccs1,93.0,90.0,-5.0,90.0,40,93.0,93.0,4.2,3.4,11.9,95.0
Cc1ccc(NC(=O)COC(=O)/C=C/c2cccc(Cl)c2)cc1S(=O)(=O)N1CCOCC1,97.0,95.0,-3.0,96.0,12,98.0,97.0,-37.3,-6.2,10.2,97.0
CCCCn1nc(C(=O)N2CCc3ccccc32)c2ccccc2c1=O,99.0,95.0,0.0,98.0,9,96.0,95.0,4.9,-29.8,4.2,94.0
N#Cc1c(N)nc(N2CCCC2)c(C#N)c1-c1ccc(Cl)cc1,106.0,99.0,-8.0,105.0,6,107.0,107.0,18.5,4.2,1.8,106.0
Cc1cc(-c2c(C)[nH]n(-c3ccc(Cl)cc3)c2=O)n(-c2ccc(Cl)cc2)n1,101.0,97.0,-1.0,99.0,21,98.0,100.0,-32.2,/,9.8,99.0
COCCCNc1nnc(Cc2ccccc2)c2ccccc12,103.0,95.0,-5.0,100.0,10,97.0,101.0,-1.5,16.8,16.5,99.0
Clc1ccccc1Cc1noc(CN2CCN(Cc3ccccn3)CC2)n1,99.0,99.0,-2.0,98.0,10,103.0,100.0,0.4,28.9,14.0,100.0
O=S(=O)(CCc1nnc(-c2ccc(Br)cc2)o1)c1ccc(Cl)cc1,102.0,99.0,0.0,100.0,7,98.0,102.0,17.7,/,-0.2,102.0
CCOc1ccc(S(=O)(=O)c2c(C(=O)c3ccccc3)cnc3cc4c(cc23)OCCO4)cc1,98.0,98.0,-1.0,102.0,12,101.0,103.0,-27.9,23.3,-218.3,101.0
NS(=O)(=O)c1cccc(NC(=O)COc2ccc([N+](=O)[O-])cc2)c1,100.0,95.0,1.0,99.0,12,98.0,100.0,15.5,3.2,22.2,94.0
Cc1ccc(C(=O)Nc2ccc(N3CCCC3)cc2)c(C)c1,98.0,100.0,-1.0,95.0,7,101.0,100.0,-32.4,-7.2,74.6*,98.0
O=C(Nc1nnc(C2=COCCO2)o1)c1ccc(S(=O)(=O)N2CCOCC2)cc1,110.0,97.0,-2.0,103.0,4,103.0,97.0,-40.3,-7.9,4.5,101.0
O=C(Nc1ccc(F)cc1)C(c1ccccc1)N1CCN(C(=O)c2ccco2)CC1 (centres undefined),102.0,100.0,0.0,102.0,13,102.0,105.0,-15.7,-7.9,6.4,103.0
O=C(Nc1cccnc1)c1ccc(S(=O)(=O)N2CCCCCC2)cc1,99.0,100.0,0.0,99.0,8,104.0,103.0,-7.2,/,18.9,101.0
Cc1ccc(C(=O)NC2CCN(C(=O)NC3CCCCC3)CC2)cc1,96.0,100.0,-5.0,100.0,8,101.0,103.0,9.4,/,-0.6,99.0
Clc1ccc(-c2ncc3ccccn23)cc1,97.0,96.0,-1.0,96.0,10,99.0,98.0,-7.4,5.2,14.0,96.0
O=C(Cc1ccc([N+](=O)[O-])cc1)N1N=C(C2CC2)CC1(O)C(F)(F)F (centres undefined),96.0,94.0,0.0,95.0,5,95.0,95.0,-0.8,11.3,8.3,93.0
Cc1ccc(NC(=O)CCn2c(=O)oc3ccccc32)c(C)c1,104.0,96.0,-2.0,103.0,21,102.0,102.0,-12.8,/,-11.7,103.0
CCC(=O)Nc1ccc2c(c1)nc1n2CCSC1,96.0,97.0,-4.0,97.0,14,101.0,98.0,-25.8,12.0,9.5,100.0
OCC(O)CN(c1ccccc1)c1ccccc1 (centres undefined),107.0,95.0,-1.0,99.0,6,100.0,97.0,-18.6,5.4,5.1,97.0
COc1ccccc1NC(=O)CSc1nnc(-c2ccncc2)n1CC1CCCO1 (centres undefined),101.0,98.0,0.0,101.0,15,105.0,99.0,-3.0,/,4.5,103.0
O=C(/C=C\c1cccs1)N1CCN(Cc2ccc3c(c2)OCO3)CC1,103.0,97.0,-3.0,101.0,/,103.0,102.0,-9.2,/,11.1,103.0
COc1ccc(C2=NN(c3nc4ccccc4s3)C(=O)/C2=C\N(C)C)cc1,96.0,95.0,-3.0,97.0,10,99.0,98.0,-12.4,/,-5.5,98.0
CN(/C=C/c1c([N+](=O)[O-])c(=O)n(C)c(=O)n1C)c1ccccc1,107.0,96.0,0.0,99.0,9,102.0,102.0,-16.5,-1.1,2.9,101.0
CCN(CC)S(=O)(=O)c1cc(C(=O)OCC(=O)NC(=O)c2cccn2C)ccc1C,97.0,104.0,1.0,102.0,5,100.0,100.0,-25.8,-9.0,-8.5,100.0
CCOC(=O)C(C)Sc1nc2c(c(=O)[nH]c(=O)n2C)n1Cc1ccc(Cl)cc1 (centres undefined),102.0,100.0,-5.0,98.0,7,103.0,101.0,10.2,/,20.6,99.0
C=CCn1c(N/N=C/c2ccc(O)cc2)nc2ccccc2c1=O,104.0,96.0,-1.0,93.0,17,90.0,97.0,-28.1,4.0,18.5,94.0
COc1cc(OC)c(C(=O)OCC(=O)NCCc2ccccc2)cc1OC,95.0,96.0,0.0,96.0,11,95.0,96.0,-17.7,-7.3,3.0,100.0
N#CCCn1c(SCC(=O)NCCc2ccc(F)cc2)nc2ccccc21,95.0,99.0,-5.0,96.0,35,107.0,101.0,2.3,-9.8,3.6,99.0
OC(COc1ccc2ccccc2c1Br)Cn1cnc(-c2ccccc2)c1 (centres undefined),96.0,95.0,-6.0,94.0,43,97.0,91.0,13.7,/,5.5,93.0
CSC1=N/C(=C\c2ccc3c(c2)OCO3)C(=O)S1,94.0,100.0,0.0,101.0,14,101.0,103.0,-11.7,0.6,5.5,102.0
COc1ccc(-n2c(SCC(=O)NCc3ccco3)nc3c([nH]c4ccccc43)c2=O)cc1,101.0,96.0,0.0,100.0,6,101.0,98.0,-15.2,/,12.7,98.0
CCOC(=O)NC(O)C(=O)c1cccs1 (centres undefined),105.0,102.0,-1.0,104.0,7,106.0,102.0,-17.3,/,-11.0,104.0
Cc1ccc(S(=O)(=O)N2CCOCC2)cc1NC(=O)COC(=O)c1n[nH]c(=O)c2ccccc12,104.0,94.0,-2.0,97.0,11,97.0,92.0,-11.0,/,-5.1,96.0

# Screening results: PubChem, several laboratories
